# FID counter = compounds displacing fluorescent DNA intercalator, primary screen, artefact control for HCV NS3 helicase inhibitor project, biochemical, FID fluorescence. DNA fluorescent intercalator displacement. inhibition, % at 7.9 µM. 0.17% of 290,000 active. AID 1845, 2009; in the data active = inhibition above about 37%;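 note: 0% = vehicle and 100% = reference compound; higher means more ethidium bromide displaced from hairpin DNA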
# HCV NS3 hel inh = inhibitors of HCV NS3 helicase, primary screen, biochemical, Cy5 molecular beacon fluorescence | Hepatitis C virus NS3 helicase | NS3 helicase DNA unwinding | inhibition, % at 10.9 µM | 0.56% of 290,000 active | AID 1800, 2009;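 active = inhibition above the mean of all tested compounds plus 3 SD, set per campaign, cut at about 35% in these data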;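 note: 0% = DMSO wells and 100% = thioflavine S control wells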
#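 Material: hepatitis C virus NS3 helicase domain fragment enzyme; measured by: Cy5 fluorescence, 0 and 60 min reads; control set: DMSO and thioflavine S; incubation: 60 min unwinding reaction at 25 °C after ATP addition; read-out basis: % inhibition from 60/0 min fluorescence ratio, DMSO 0%, thioflavine S 100%; repeats: singlicate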
# V1R ag counter = agonists of human V1a receptor, primary screen, counter-screen for OXTR agonist project, fluorescence, CHO-V1R cells; Vasopressin V1a receptor (Homo sapiens), P37288; Fluo-8 calcium fluorescence, agonist mode; 0% DMSO, 100% 3 nM vasopressin; activation, % at 3 µM; 0.25% of 320,000 active; AID 2797, 2010;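 active = activation above the mean activation of all tested compounds plus 3 SD, per screening run, cut at about 20% in these data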;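 note: signal is peak over basal fluorescence ratio across a 100 second FLIPR read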
# Target sequence (P37288 whole entry, looked up): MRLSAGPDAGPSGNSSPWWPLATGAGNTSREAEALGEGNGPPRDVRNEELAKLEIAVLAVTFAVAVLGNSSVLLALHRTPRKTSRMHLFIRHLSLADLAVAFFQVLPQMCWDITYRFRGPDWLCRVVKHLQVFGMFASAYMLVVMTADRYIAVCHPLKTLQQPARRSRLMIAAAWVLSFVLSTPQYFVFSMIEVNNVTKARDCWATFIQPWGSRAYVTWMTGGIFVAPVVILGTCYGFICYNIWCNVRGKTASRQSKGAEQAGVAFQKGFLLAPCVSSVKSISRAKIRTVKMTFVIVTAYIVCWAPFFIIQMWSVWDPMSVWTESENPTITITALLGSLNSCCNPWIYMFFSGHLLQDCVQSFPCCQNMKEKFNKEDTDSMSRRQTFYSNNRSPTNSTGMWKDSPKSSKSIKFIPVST
# PHOSPHO1 inh = PubChem AID 1565; inhibition, % at 13.3 µM; Phosphoethanolamine/phosphocholine phosphatase (Homo sapiens), Q8TCT1; 1.1% of 290,000 active; recombinant PHOSPHO1, absorbance phosphatase assay; in the data active = inhibition above about 60%
# Target sequence (Q8TCT1 whole entry, looked up): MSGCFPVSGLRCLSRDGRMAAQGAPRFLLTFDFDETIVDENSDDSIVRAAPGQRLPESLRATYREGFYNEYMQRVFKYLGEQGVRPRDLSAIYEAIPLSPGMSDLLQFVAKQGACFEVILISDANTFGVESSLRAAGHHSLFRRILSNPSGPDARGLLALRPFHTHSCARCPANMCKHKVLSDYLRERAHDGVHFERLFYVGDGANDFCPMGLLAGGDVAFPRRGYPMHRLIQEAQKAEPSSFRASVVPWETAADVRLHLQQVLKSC
# GalR3 antagonist = GalR3 antagonists in HEK293 cells, primary screen, cell-based, fluorescence readout. HEK293 GalR3-CNG cAMP membrane potential fluorescence; galR3 body fused to GalR1 C-terminus. inhibition, % at 3 µM. 0.44% of 360,000 active. AID 651719, 2012;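 active = inhibition above the screen-wide average plus 3 SD, cut at about 13% in these data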;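 note: forskolin and galanin both at EC90 stimulate the cells; cAMP rise reported by CNG channel membrane potential dye signal; 0% = forskolin plus galanin with DMSO and 100% = forskolin alone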
# VIM-2 inh = VIM-2 metallo-beta-lactamase inhibitors, primary screen, biochemical, epi-absorbance readout, Pseudomonas aeruginosa enzyme | purified VIM-2, nitrocefin hydrolysis, epi-absorbance fluorescence | inhibition, % at 5.6 µM | 0.89% of 290,000 active | AID 1527, 2009;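 active = inhibition above the mean of all tested compounds plus 3 SD, cutoff set per screening run, cut at about 7.5% in these data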;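 note: red hydrolysis product quenches plate fluorescence so inhibitors raise well fluorescence; 0% = enzyme with DMSO and 100% = DMSO without enzyme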
# IMP-1 inhibitor = IMP-1 metallo-beta-lactamase inhibitors, primary screen, biochemical, epi-absorbance readout, Pseudomonas aeruginosa enzyme; 0.45% of 290,000 active; AID 1556, 2009; inhibition, % at 5.6 µM; purified IMP-1, nitrocefin hydrolysis, epi-absorbance fluorescence;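 active = inhibition above the mean plus 3 SD of all compounds in the same screening run, cut at about 4.5% in these data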;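 note: 0% = IMP-1 with DMSO and 100% = DMSO wells lacking enzyme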
#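 Test system: recombinant IMP-1 enzyme, purified / Medium: HEPES buffer pH 7.1 with ZnSO4 and Brij 35 / Doses: single dose, 5.6 µM / Times: 25 °C, 15 min preincubation, 25 min reaction / Detection: Epi-absorbance via hydrolysed-nitrocefin quenching of white-plate fluorescence, 480/530 nm, EDTA stop / Evaluation: percent inhibition from optical density relative to buffer-blank wells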
# GPR7 antag = GPR7 receptor antagonists, primary screen, cell-based, fluorescence, single concentration. Neuropeptides B/W receptor type 1 (Homo sapiens), P48145. GPR7-expressing cells, fluorescence antagonist assay. inhibition, % at 4.4 µM. 1.1% of 290,000 active; in the data active = inhibition above about 16%, passing the limit was not always enough;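 note: cells stimulated with the agonist NPW; 0% = agonist with vehicle and 100% = vehicle without agonist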
# Target sequence (P48145 whole entry, looked up): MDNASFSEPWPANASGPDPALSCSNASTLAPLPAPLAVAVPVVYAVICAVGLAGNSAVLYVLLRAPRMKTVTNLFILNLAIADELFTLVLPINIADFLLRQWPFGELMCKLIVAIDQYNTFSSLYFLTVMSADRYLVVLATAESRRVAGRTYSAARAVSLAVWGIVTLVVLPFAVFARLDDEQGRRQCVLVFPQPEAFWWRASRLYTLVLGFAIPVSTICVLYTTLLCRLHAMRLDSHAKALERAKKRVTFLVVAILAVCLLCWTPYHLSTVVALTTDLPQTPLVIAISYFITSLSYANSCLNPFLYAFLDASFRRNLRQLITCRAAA
# OXTR agonist = human OXTR agonists, primary screen, fluorescence, CHO-OTR cells, Fluo-8 calcium; Oxytocin receptor (Homo sapiens), P30559; Fluo-8 calcium fluorescence; normalized: DMSO 0%, oxytocin 100%; activation, % at 3 µM; 0.32% of 320,000 active; AID 2435, 2010;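 active = activation above the mean of all tested compounds plus 3 SD, cutoff set per screening run, cut at about 20% in these data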;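 note: peak over basal fluorescence ratio from a 100 s FLIPR kinetic read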
# * marks the source's active call; other numbers are inactive results; nt = not tested or not shown.
SMILES,FID counter,HCV NS3 hel inh,V1R ag counter,PHOSPHO1 inh,GalR3 antagonist,VIM-2 inh,IMP-1 inhibitor,GPR7 antag,OXTR agonist
O=C1c2cccnc2C(=O)N1Cc1ccc(S(=O)(=O)NCc2ccco2)s1,-2,2,0.3,11,-5,2.7,0.0,6,0.3
COCCCNc1nc2ccccc2nc1NS(=O)(=O)c1ccccc1,-33,-3,-0.1,-1,-4,1.8,0.5,14,0.2
C=CCNC(=O)CC12CC3CC(C1)CC(CC(=O)NCC=C)(C3)C2,-3,3,0.0,24,-3,-2.2,-4.2,-13,-0.4
CCc1nnc(NC(=O)CC(CN(C)S(=O)(=O)c2ccccc2)c2ccccc2)s1 (stereo not given),-4,9,0.8,10,-5,-1.3,-3.4,-13,-0.9
COCCOc1cc(NC(=O)c2ccccc2)c(Cl)cc1Cl,-29,-3,-1.1,40,-3,-0.3,-0.4,-4,-2.3
CCOc1ccc(NC(=O)CCc2nnc3ccc(N4CCN(C)CC4)nn23)cc1,-8,15,0.7,22,1,0.3,-2.2,2,-0.7
CCOC(=O)N/N=C\c1cccc(OC)c1,-3,1,-0.1,-1,-6,-2.2,-2.3,-16,-0.1
Cc1nn(-c2ccccc2)c(Cl)c1/C=N/NC(=O)CCNc1n[nH]c(=O)[nH]c1=O,-13,6,-0.1,33,nt,-3.5,-3.4,-10,-0.5
O=C(NCCO)c1cccc(Cl)c1,0,8,0.0,11,3,-1.1,-0.7,-5,0.1
COc1ccc(NC(=O)COC(=O)[C@@H]2CCCN2C(=O)c2cccs2)cc1,-14,2,-0.3,-8,-3,-1.0,-1.6,-2,-1.0
COC(=O)CCc1c(C)c(C(=O)c2cc(OC)c(OC)c(OC)c2)c2ccccn12,-28,2,0.1,11,-10,2.2,-0.4,2,-0.5
COC(=O)c1ccc(OC(=O)CCN2C(=O)C3C4c5ccccc5C(c5ccccc54)C3C2=O)cc1 (stereo not given),-2,-3,0.6,-14,-5,-2.5,-4.3,-6,-0.9
COc1ccc(C2SC[C@@H](C(=O)O)N2C(C)=O)cc1 (stereo not given in full),3,-3,1.1,-1,-2,-0.7,-1.5,11,1.7
CCS(=O)(=O)C1=NSC2=NC(=O)/C(=C\c3ccc(OS(=O)(=O)c4ccccc4)cc3)C(=N)N21,-2,-37,0.4,9,nt,-2.3,-4.0,4,-0.4
NNc1nnc2c3cc(F)ccc3n(CCc3ccccc3)c2n1,-21,-52,-0.6,nt,2,-3.6,-2.1,1,-2.1
Cc1ccc(C2CCN(C(=O)Nc3ccccc3)C2)cc1 (stereo not given),-18,2,1.1,21,3,-0.6,-2.5,-4,0.1
NC(=O)CC(NC(=O)c1ccccc1)c1ccc(NC2CCCC2)c([N+](=O)[O-])c1 (stereo not given),nt,nt,-1.2,25,-2,nt,nt,nt,1.9
COc1cc(/C=C/C(=O)OCC(=O)Nc2ccccc2Sc2ccc(Cl)cc2)ccc1O,-14,12,2.2,-2,5,-6.3,-4.1,-3,-0.9
Cc1cc(NC(=O)c2ccccc2)cc(NC(=O)c2ccccc2)c1C,0,22,-0.7,25,-9,0.0,-0.6,11,0.2
Cc1ccc2[nH]c(=O)c(CC=C(Cl)Cl)c(C)c2c1,2,0,-0.8,-9,-5,-1.9,-3.1,9,-1.6
COc1ccc(C)cc1NC(=O)C(NCC(O)c1ccccc1)c1ccccc1 (stereo not given),-14,-26,4.4,5,-8,-1.6,-3.4,11,0.2
CCC(C)(C)NC(=O)Cc1ccc(OC)c(OC)c1,0,8,-0.4,11,-5,0.3,4.0,8,1.1
COCCNC(=O)c1cccc(OC2CCN(Cc3ccc(F)c(OC)c3)CC2)c1,-2,-13,-0.3,nt,-11,0.9,-1.0,-7,-0.6
O=C(Nc1nccs1)c1ccc(COc2ccc(Cl)cc2)o1,-2,-6,4.1,40,-10,-6.2,-1.3,-2,1.3
C#CCOCCOCCOCCNc1nc(N2CCN(C(=O)[C@H]([C@@H](C)CC)n3cc([C@@H](N)CO)nn3)CC2)nc(N2CCN(C(=O)[C@H]([C@@H](C)CC)n3cc([C@@H](N)CC(C)C)nn3)CC2)n1,31,-65,0.6,20,nt,-0.6,-0.6,-8,1.1
NC(=O)C1CCN(C(=O)CSc2ncccn2)CC1,6,-2,0.3,45,-3,-4.8,-2.9,-3,0.0
CC(C)c1ccc(Nc2nnns2)cc1,-6,6,0.5,-111,-5,-4.0,-4.3,-7,-0.5
Cc1ccsc1S(=O)(=O)N1CCCC(CCC(=O)NCc2ccccc2F)C1 (stereo not given),-27,10,0.1,39,2,-1.1,-1.6,-2,-0.5
Cc1ccccc1Cn1ccc(-c2ccc3c(c2)OCO3)n1,-12,0,-0.2,-6,-7,-3.2,-2.3,-2,-0.6
COc1ccc(CN2CC(=O)N(c3cc(Cl)ccc3C)C2=S)cc1OC,-28,1,4.3,13,-5,-0.8,-2.0,1,3.7
O=C(c1ccco1)N1CCN(S(=O)(=O)c2c(Cl)cccc2Cl)CC1,-11,5,-0.8,8,-10,-2.5,-2.3,-12,0.5
Cc1ccccc1N(CC(=O)N/N=C/c1cc(Br)c(C)o1)S(C)(=O)=O,-29,20,0.3,1,-10,-1.6,-3.0,-16,1.2
O=C(Nc1ccc2c(c1)OCO2)c1n[nH]c(=O)c2ccccc12,-3,0,-1.3,53,-3,-3.1,-4.5,-19,-0.5
COc1ccc(CN(CC(=O)NCC2CCCO2)C(=O)CNS(=O)(=O)c2ccc(C)cc2)cc1 (stereo not given),-23,5,-0.2,11,-1,-1.0,-1.6,8,3.6
Cc1cccc(NNC(=O)c2c(F)cccc2Cl)c1,1,-4,0.1,-4,-3,-1.9,-0.3,-7,-0.6
CCOc1ccccc1N(CC(=O)OC)S(C)(=O)=O,-3,-5,0.6,6,-5,-2.3,4.9*,-12,0.8
Cc1c(Cl)cccc1NC(=O)CN(C1CCCCC1)S(C)(=O)=O,-22,-1,0.7,24,-4,0.4,0.5,13,-1.0
COc1ccc(CC(NC(C)=O)C(=O)N2CCN(C(=O)Nc3ccc(Cl)cc3)CC2)cc1OC (stereo not given),-21,-8,0.9,14,-1,-1.1,-2.2,-5,2.4
O=C(NCCc1ccccc1C(F)(F)F)C1CCC(=O)N(CCCN2CCCC2=O)C1 (stereo not given),-11,0,0.1,19,-6,-2.8,-2.3,-17,0.1
CCOC(=O)CN1C(=O)C(=O)N(Cc2ccccc2F)C1=O,-6,3,-0.6,nt,-13,-3.8,-3.4,3,-1.0
O=C(CCSc1ccccc1)N1CCOCC1,-1,-5,-0.2,44,-2,-2.5,-2.0,1,0.3
COc1ccc(C(=O)NCCN2CCN(C(=O)c3ccc(OC)c(OC)c3)CC2)cc1OC,-23,-1,0.3,27,-6,-2.9,-0.9,1,0.0
Cc1cc(NS(=O)(=O)c2ccc(NC(=O)c3ccco3)cc2)nc(C)n1,2,-5,0.0,-4,-5,-2.4,-3.2,12,0.5
O=C(Nc1ccc(Cl)c(Cl)c1)c1cccc(S(=O)(=O)NCc2cccnc2)c1,-5,-4,13,-11,5,-0.9,-3.7,30*,20*
Cc1[nH]c2c(C)cccc2c1CC(=O)O,-4,2,-0.2,-10,-4,-1.1,-2.2,-4,0.1
c1ccc(-c2cc3c(nn2)CCc2nonc2-3)cc1,1,-4,-1.4,-1,2,-1.3,-1.0,10,-1.6
COC(=O)c1ccc(Oc2ccc(C(F)(F)F)cn2)cc1,-2,4,-0.1,-12,1,-1.9,-2.5,-5,-1.2
O/N=C1\CC/C(=N\O)c2nn(-c3ccccc3Cl)nc21,1,-1,1.6,18,-2,-2.0,-2.5,-11,-0.3
O=C1N=C2SCCN2/C1=C\c1ccccc1Cl,-9,-4,-0.2,19,-3,-1.9,-2.8,-5,-0.5
CCOc1ccc(S(=O)(=O)N2CCCC(C(=O)N3CCN(c4ccccc4)CC3)C2)cc1 (stereo not given),-47,-11,3.0,12,4,-2.0,-2.6,-2,2.1
C#CCNC(=O)C1CCN(c2cc(C)nc(-c3ccccc3)n2)CC1,1,-13,0.1,41,-4,-2.5,-0.6,-3,0.2
CNS(=O)(=O)c1cc(Br)ccc1S(=O)c1ccccc1C(=O)O (stereo not given),0,10,2.0,-6,-4,-0.4,-1.4,-15,0.5
O=[N+]([O-])c1ccc(Cc2cncc(O)c2)cc1,1,15,nt,29,-8,-1.9,-2.4,-10,nt
O=C(CN1C(=O)CSc2ccccc21)NCCC1=CCCCC1,-9,-3,-0.7,16,0,-4.7,-5.0,-7,-1.9
CC(=O)Nc1nnc(C2=COCCO2)o1,-3,4,0.9,-1,2,1.4,-0.7,-7,-0.3
COc1cc(OC)cc(C(=O)Nc2nc(-c3ccccc3)c(-c3ccccc3)o2)c1,-1,-7,1.1,2,-7,-2.7,-4.5,-7,-1.2
COc1ccc(OC)c(-c2csc(NC(=O)CSc3ccccc3)n2)c1,-7,-4,-0.1,4,-2,-1.2,-1.8,2,-1.5
COc1cc(S(=O)(=O)NCc2ccccc2)ccc1Br,-2,-1,-0.6,8,0,-1.6,-2.9,-2,-1.1
Cc1ccccc1CC1(CO)CCCN(Cc2cn[nH]c2-c2ccccc2)C1 (stereo not given),12,0,-1.2,24,-4,1.9,1.5,-2,1.7
CCOC(=O)C1CCN(Cc2cc(Cl)c3ccccc3c2O)CC1,-9,20,-0.3,37,nt,-1.3,1.4,16,-0.3
N#CCc1ccc(NC(=O)Nc2cccc(Cl)c2)cc1,6,-8,11,-11,-4,-3.1,-1.1,3,17
N#Cc1ccc(OCC(O)CN2CCN(C(c3ccccc3)c3ccccc3)CC2)cc1 (stereo not given),12,-58,1.5,31,-8,-2.1,-3.4,-10,0.7

# Single records, from the list above. Order of values: FID counter, HCV NS3 hel inh, V1R ag counter, PHOSPHO1 inh, GalR3 antagonist, VIM-2 inh, IMP-1 inhibitor, GPR7 antag, OXTR agonist
# CCOC(=O)C1CCN(Cc2cc(Cl)c3ccccc3c2O)CC1 is entered as -9, 20, -0.3, 37, nt, -1.3, 1.4, 16, -0.3
# O=C1N=C2SCCN2/C1=C\c1ccccc1Cl is entered as -9, -4, -0.2, 19, -3, -1.9, -2.8, -5, -0.5
# CCOc1ccc(S(=O)(=O)N2CCCC(C(=O)N3CCN(c4ccccc4)CC3)C2)cc1 (stereo not given) is entered as -47, -11, 3.0, 12, 4, -2.0, -2.6, -2, 2.1
# N#Cc1ccc(OCC(O)CN2CCN(C(c3ccccc3)c3ccccc3)CC2)cc1 (stereo not given) is entered as 12, -58, 1.5, 31, -8, -2.1, -3.4, -10, 0.7
